Growth percent in the NCI-60 one-dose screen (48 h, 10 µM unless noted): 100 = growth as untreated, 0 = no growth, -100 = all killed.
SF-295: SF-295 CNS cancer cells. 79,000 compounds, 5.6% hits. AID 1794758
SNB-75: SNB-75 CNS cancer; 79,000 compounds, 5% hits
SF-268: SF-268 CNS cancer cells. AID 1794759. 82,000 compounds, 3.1% hits
SW-620: SW-620 colon cancer | 82,000 compounds, 5.2% hits
SNB-19: SNB-19 CNS cancer cells; 81,000 compounds, 2.5% hits; AID 1794751
HCC-2998: HCC-2998 colon cancer. 79,000 compounds, 4.7% hits
SF-539: SF-539 CNS cancer; 81,000 compounds, 6.8% hits
KM12: KM12 colon cancer cells; 82,000 compounds, 5% hits; AID 1794800
HT29: HT29 colon cancer; 81,000 compounds, 7.4% hits; AID 1794748
* hit, by the source's call; nt = not tested or not shown; & = joins results of further samples. How the source made its calls: active means growth percent below 10; inactive means the rest.

SMILES | SF-295 | SNB-75 | SF-268 | SW-620 | SNB-19 | HCC-2998 | SF-539 | KM12 | HT29
COc1cc(/C(C)=C(\c2ccc(Cl)cc2)c2ccc(OCCN3CCOCC3)cc2)ccc1F | 94 | 91 | 91 | 81 | 97 | 108 | 98 | 93 | 56
COc1ccc(-n2nc(C(=O)NCCC(=O)O)nc2-c2ccccc2)cc1 | 94 | 101 | 99 | 109 | 102 | 104 | 100 | 99 | 92
O=C(c1ccccc1)c1ccncc1 | 94 | 93 | 101 | 96 | 97 | 104 | 91 | 100 | 110
CC(=O)N1C2=NN=CC=CN2C(=O)C1CC(C)C (configuration not stated) | 106 | 97 | 99 | 97 | 102 | 101 | 101 | 102 | 109
O=C1OC(c2ccc3ccccc3c2O)(c2ccc3ccccc3c2O)c2ccccc21 | 96 | 90 | 94 | 120 | 93 | 96 | 111 | 95 | 109
O=C1Nc2ccccc2C2c3[nH]c4ccccc4c3CCN12 (configuration not stated) | 92 | 81 | 80 | 98 | 100 | 95 | 101 | 94 | 101
COc1ccc2c(c1)C(=N/N=C(\C)c1ccc(OC)c(S(N)(=O)=O)c1)C(=O)N2 | 86 | 66 | 97 | 94 | nt | 111 | 87 | 98 | 96
CCCCCCCCCCCCSC(SCCCCCCCCCCCC)SCCCCCCCCCCCC | 99 | 121 | 100 | 101 | 99 | 100 | 103 | 102 | 95

Retrieved by compound from the entries so far:
SMILES | SF-295 | SNB-75 | SF-268 | SW-620 | SNB-19 | HCC-2998 | SF-539 | KM12 | HT29
COc1cc(/C(C)=C(\c2ccc(Cl)cc2)c2ccc(OCCN3CCOCC3)cc2)ccc1F | 94 | 91 | 91 | 81 | 97 | 108 | 98 | 93 | 56
O=C(c1ccccc1)c1ccncc1 | 94 | 93 | 101 | 96 | 97 | 104 | 91 | 100 | 110
CC(=O)N1C2=NN=CC=CN2C(=O)C1CC(C)C (configuration not stated) | 106 | 97 | 99 | 97 | 102 | 101 | 101 | 102 | 109
O=C1Nc2ccccc2C2c3[nH]c4ccccc4c3CCN12 (configuration not stated) | 92 | 81 | 80 | 98 | 100 | 95 | 101 | 94 | 101
CCCCCCCCCCCCSC(SCCCCCCCCCCCC)SCCCCCCCCCCCC | 99 | 121 | 100 | 101 | 99 | 100 | 103 | 102 | 95
COc1ccc(-n2nc(C(=O)NCCC(=O)O)nc2-c2ccccc2)cc1 | 94 | 101 | 99 | 109 | 102 | 104 | 100 | 99 | 92

Remaining list, next part
SMILES | SF-295 | SNB-75 | SF-268 | SW-620 | SNB-19 | HCC-2998 | SF-539 | KM12 | HT29
O=C1C(Cl)=C(Cl)C(Cl)(Cl)C(Cl)=C1Cl | 105 | nt | 98 | 98 | 102 | 95 | 100 | 101 | 104
CN1C(=O)/C(=C\C(=O)c2cc3ccccc3oc2=O)c2ccccc21 | 97 | 97 | 77 | 27 | 79 | 74 | 54 | 85 | 93
Nc1[nH]c(=S)nc2oc(-c3ccccc3)c(-c3ccccc3)c12 | 96 | 90 | 96 | 106 | 98 | 110 | 99 | 99 | 101
Cc1cccc(NC(=S)NCCc2ccccn2)c1 | 107 | 106 | 97 | 94 | 116 | nt | 109 | 94 | 88
O=C(Nc1ccccc1)Nc1cccc(N=Cc2ccccc2O)c1 | 101 | 82 | 89 | 108 | 94 | 99 | 92 | 93 | 97
CN1C(=O)C(=O)c2ccccc21 | 107 | 93 | 102 | 98 | 108 | 92 | 96 | 100 | 93
COc1cc(CNS(=O)(=O)c2ccc(C)cc2)ccc1OCc1cn(-c2ccc(F)cc2)nn1 | 90 | 81 | 92 | 99 | 102 | nt | 89 | 98 | 85
O=C(OCc1ccccc1)c1ccccc1O | 106 | 92 | 107 | 104 | 103 | 113 | nt | 103 | 103
N/C(=N\c1nc2c(F)cccc2s1)C(Cl)(Cl)Cl | 89 | 86 | 97 | 99 | 90 | 100 | 100 | 86 | 100
COc1cc(/C=C/C(=O)N2CCN(C(=O)c3cc(OC)c(OC)c(OC)c3)CC2)ccc1OCCCN1C(=O)c2cccc3cccc(c23)C1=O | 72 | 93 | 91 | 100 | 99 | 100 | 100 | 80 | 92
COc1ccc(C(=O)/C=C/c2ccc(C)cc2)cc1S(=O)(=O)Nc1c(N)nc(SC)[nH]c1=O | 105 | 112 | 85 | 67 | 58 | 94 | 94 | 80 | 84
COC(=O)c1nn(C)c(=O)[nH]c1=O | 125 | 86 | 104 | 104 | 102 | 101 | 89 | 107 | 115
CC(=O)Nc1ccc(S(=O)(=O)NC2CCCCC2)cc1 | 96 | 86 | 104 | 98 | 96 | 102 | 103 | 104 | 95
CC(C)C1CCC(=O)CC1 | 107 | 90 | 96 | 99 | 100 | 91 | 103 | 97 | 95
Cc1nc(Cl)nc(N(C)c2ccccc2)c1[N+](=O)[O-] | nt | 87 | 104 | 103 | 101 | 96 | 98 | 104 | 100
O=C(O)c1cn(CC2CC2)c2cc(N3CCN(c4nccc(-c5nccs5)n4)CC3)c(F)cc2c1=O | 84 | 107 | 98 | nt | 86 | 107 | 83 | 102 | 110
CCOC(=O)/C(C#N)=C(\C)c1ccccc1 | 103 | 97 | 102 | 110 | 99 | 98 | 102 | 102 | nt
CCOc1cc(C(=O)O)cc(OCC)c1OCC | 100 | 88 | 102 | 99 | 100 | 93 | 104 | 103 | 111
Cc1ccc(C(C)C)cc1NC(=O)C(C)c1ccc(CC(C)C)cc1 (configuration not stated) | 107 | 118 | 105 | 101 | 99 | 114 | 98 | 100 | 117
Cc1c(Br)cccc1NC(=O)c1c(N)c2cc3c(nc2n1C)CCCC3 | 89 | 90 | 88 | 87 | 95 | 106 | 97 | 90 | 87
C=CCn1cc(C2=C(c3cccc4ccccc34)C(=O)N(O)C2=O)c2cc(Br)ccc21 | 95 | 62 | 97 | 97 | 104 | 103 | 111 | 94 | 110
CC(=O)N(C(C)=O)C1=NNC(C)(c2ccccc2O)N1C(C)C(=O)O (configuration not stated) | 102 | 90 | 91 | 99 | 99 | 103 | 99 | 101 | 94
COC(=O)c1c(C(=O)OC)c2n(CC(=O)Nc3cccc4cccnc34)c3ccccc3n2c1C(=O)c1ccc(OC)cc1 | 99 | 95 | 95 | 102 | 92 | 112 | 88 | 106 | 107
CCOC(=O)C1=C(N)N(c2ccccc2)C2=C(C(=O)CC(C)(C)C2)C1c1ccccn1 (configuration not stated) | 110 | 81 | 101 | 107 | 100 | 105 | 104 | 99 | 114
FC(F)(F)c1ccc(Cn2cc(CSc3nc4ccccc4s3)nn2)cc1 | 96 | 94 | 101 | 98 | 101 | 104 | 106 | 99 | 94
COc1cc(C2CC(c3ccc(C(F)(F)F)cc3)=Nc3c(N)nc(N)nc3N2)ccc1Oc1nc(Nc2ccc(F)cc2)nc(N(C)C)n1 (configuration not stated) | 37 | 47 | 53 | 53 | 49 | -18* | 51 | 33 | 3.3*
O=C1CCCc2cc3c(ccc4ccccc43)cc21 | 103 | 84 | 99 | 102 | 83 | 109 | 94 | 104 | 99
O=Cc1c(OCc2cnnn2CC(=O)Nc2ccc(Cl)cc2)ccc2ccccc12 | 104 | 81 | 99 | 99 | 94 | 111 | 95 | 101 | 107
C[C@@H]1CC(=O)C2CCCC1C2=O (some centres not stated) | 100 | 99 | 91 | 108 | 113 | 98 | 99 | 94 | 100
COc1ccc(-c2nn(-c3ccc(NC(=O)Nc4ccc(Cl)c(Cl)c4)cc3)cc2-c2ccncc2)cc1Cl | 1.1* | 47 | 31 | 18 | 34 | 10 | 16 | 2.3* | 6.7*
C=C(C)[C@@H]1CC[C@]2(C(=O)OC)CC[C@]3(C)[C@H](CC[C@@H]4[C@@]5(C)C/C(=C/c6ccc(Br)cc6)C(=O)C(C)(C)[C@@H]5CC[C@]43C)[C@@H]12 | 101 | 83 | 101 | 103 | 94 | 112 | 95 | 100 | 111
CC(C)Sc1nc(NN)c(C#N)c(-c2ccccc2)n1 | 99 | 93 | 100 | 95 | 96 | 100 | 90 | 101 | 111
CC/C=C\C[C@H](O)C/C=C1/C(=O)C=C[C@@H]1C/C=C\CCCC(=O)OCCS(=O)(=O)c1ccccc1 | 100 | 111 | 43 | 33 | 56 | 53 | 60 | 26 | 45
O=C(/C=C/C12c3ccccc3C(c3ccccc31)C1C(=O)NC(=O)C12)c1ccccn1 (configuration not stated) | 16 | 27 | 24 | -1.6* | 1.1* | 16 | -7.6* | 1.1* | 1.0*
OC1CCCCC1C1CCCCC1 (configuration not stated) | 115 | 99 | 101 | 105 | 108 | 102 | 106 | 107 | 115
CCCCNc1ccccc1 | 110 | 93 | 106 | 101 | 109 | 115 | 129 | 113 | 106
NCC(O)CC(=O)O (configuration not stated) | 100 | 95 | 104 | 99 | 105 | 103 | 99 | 104 | 110
Fc1ccc(C(c2ccc(F)cc2)N2CCN(C/C=C/c3ccccc3)CC2)cc1 | 70 | 94 | 86 | 73 | 91 | 84 | 103 | 86 | 55
COc1ccc(/C=C2\SC(=Nc3ccccc3)N(Cc3nc4ccccc4[nH]3)C2=O)c(OC)c1 | 98 | 73 | 81 | 94 | 95 | nt | 90 | 93 | 81
Cc1cccc(Cc2cnc(NC(=O)CCCOc3ccc(Cl)cc3)s2)c1 | 13 | 21 | 50 | 25 | 28 | 49 | 8.8* | 22 | 12
COc1ccc(C(=O)CSc2nccc(Nc3ccc(N4CCOCC4)cc3)n2)cc1 | 96 | 95 | 95 | 102 | 99 | 107 | 94 | 92 | 108
O=CN(Cc1ccccc1)c1cc([N+](=O)[O-])ccc1OCc1ccccc1 | 101&86 | 85&98 | 96&101 | 97&102 | 101&100 | 101&103 | 104&99 | 104&95 | 83&95
O=C1/C(=C/c2ccc(Cl)cc2)N=C2SC=C(/N=c3\scc(-c4ccccc4)n3-c3ccccc3)N12 | nt | 89 | 102 | 106 | 101 | 100 | 99 | 99 | 102
Cc1ccc(Nc2ncc3c(=O)[nH][nH]c(=O)c3n2)cc1 | 103 | 87 | 90 | 98 | 102 | nt | 105 | 96 | 110
CCN(CC)c1ccc(C(NCCC(C)C)C(Cl)(Cl)Cl)cc1 (configuration not stated) | 92 | 81 | 110 | 94 | 100 | 107 | 109 | 107 | 101
Cc1cc(N(CCNc2ccnc3cc(Cl)ccc23)Cc2cccs2)nc(Cl)n1 | -45* | -84* | 19 | 2.8* | 38 | -14* | -92* | 34 | -21*
NS(=O)(=O)c1ccc(NC2=C(Cl)C(=O)c3ccccc3C2=O)cc1 | 111 | 136 | 118 | 95 | 101 | nt | 90 | 123 | 105
CCOC(=O)Cc1ccccn1 | 112 | 93 | 113 | 108 | 96 | 103 | 93 | 107 | 101
O=C1OCC2=C1C(c1cccc(C(F)(F)F)c1)c1cc3c(cc1N2CCO)CCC3 (configuration not stated) | 1.0* | 46 | 17 | 24 | 23 | 11 | -16* | 4.9* | 1.2*
CC(c1ccccc1)C(C(=O)c1ccccc1)c1ccccc1 (configuration not stated) | 92 | 64 | 94 | 98 | 91 | 93 | 98 | 104 | 75
CCC1=C(Nc2ccccc2)COC1=O | 108 | 45 | 109 | 102 | 104 | 86 | 100 | 108 | 100
CCN1CCC2(CC1)Nc1cc(Cl)ccc1-c1ccnn12 | 86 | 69 | 92 | 103 | 101 | 98 | 95 | 104 | 90
CCOC(=O)c1c2c(c(C)n1Cc1ccccc1)-c1ncncc1CC2 | 96 | 81 | 87 | 110 | 82 | 114 | 100 | 86 | 98
Cc1ccc(NC(=O)c2ccccc2)c(C)c1 | 105 | 91 | 100 | 107 | 91 | 89 | 138 | 105 | 110
Cc1ccc(N2CCN(C(=S)Cc3ccccc3)CC2)cc1 | 87 | 114 | 102 | 112 | 112 | 100 | 111 | 98 | 96
C[N+]1(CCC[N+]2(C)CCCCCC2)CCCCCC1 | 100 | 92 | 114 | 107 | 95 | 105 | 99 | 113 | 103

Further records follow.
SMILES | SF-295 | SNB-75 | SF-268 | SW-620 | SNB-19 | HCC-2998 | SF-539 | KM12 | HT29
[O-][n+]1cccc(CO)c1 | 105 | 116 | 114 | 108 | 108 | 94 | 109 | 104 | 86
c1ccc(OC2CCCCC2N2CCOCC2)cc1 (configuration not stated) | 110 | 81 | 102 | 99 | 102 | 112 | 93 | 100 | 111
CC12CC(C#N)CCC1O2 (configuration not stated) | nt | 100 | 110 | 97 | 111 | 114 | 97 | 113 | 109
COc1ccc(CSc2n[nH]c(=O)[nH]c2=O)cc1 | 99 | 93 | 109 | 99 | 103 | 118 | 109 | 109 | 109
CCN(CC)c1ccc(/C=C/c2ccnc3ccccc23)cc1 | 78 | 90 | 113 | 95 | 90 | 104 | 80 | 96 | 54
CCCCCCCCCCCCCCCCCCOC(=O)CCl | 100 | 100 | 105 | 108 | 104 | 105 | 99 | 108 | 105
O=C(c1ccccc1)C(NCCO)c1ccccc1 (configuration not stated) | 98 | 95 | 89 | 108 | 96 | 92 | 92 | 94 | 70
NCCC[C@H](N)C[C@H]1O[C@@H](n2cnc3c(N)ncnc32)[C@H](O)[C@@H]1O | 101 | 95 | 96 | 101 | 102 | 100 | 97 | 104 | 103
CCCCn1c(=O)c(/C=C/C(=O)/C=C/c2ccc3c(c2)OCO3)cc2cc(C)ccc21 | 104 | 84 | 89 | 104 | 86 | 105 | 105 | 96 | 96
Cc1ccc(-c2ccc(SCC(=O)Nc3ccc(Cl)c(C(F)(F)F)c3)nn2)cc1 | 13 | -23* | 39 | 24 | 23 | 13 | -35* | 25 | -20*
COC1=CC(c2ccc[nH]2)=N/C1=C\c1[nH]c(C)c(CC(=O)OCc2ccccc2)c1C | -50* | -7.1* | 9.9* | -6.5* | 24 | 13 | -4.3* | -9.3* | 4.4*

From PubChem BioAssay
